Source: PubChem BioAssay (several laboratories)
P. falciparum M1AAP: malaria alanyl aminopeptidase activity blockers – biochemical, fluorogenic H-Leu-NHMec substrate, 1536-well (AID 1445); recombinant M1AAP, H-Leu-NHMec fluorogenic kinetic assay; higher % means a stronger effect; inhibition, % at 30 µM, or IC50 in µM where a hit was titrated; 0.42% of 220,000 active;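 active = primary inhibition above the hit cutoff, then over 50% inhibition at one or more dose response concentrations, cut at about 23% in these data, passing the limit was not always enough; inconclusive = conflicting primary data, or primary hits not chosen for dose response; inactive = low primary inhibition, or under 50% at every dose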;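 note: plate controls were DMSO full reaction for no effect and no enzyme background for full effect; strong numbers were not always called active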
Yfh1-off respiration: mitochondrial function rescue without frataxin homolog – Friedreich's ataxia, plus single-dose screen, dose response (AID 1465) | S. cerevisiae Yfh1-off respiration, WST-1 reduction, 72 h; higher fold induction means a stronger effect | fold induction at 50 µM; hits with a dose series show EC50 in µM | 0.074% of 220,000 active;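 active = fold induction of absorbance versus untreated yeast above a set limit, then at least 30% activation at any dose in follow-up; inconclusive = repeats straddling the limit, or above it without dose testing; inactive = fold induction below the set limit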;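 note: activators that raise dye reduction in frataxin-depleted yeast; strong numbers were not always called active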
MT stabilize HCS: microtubule stabilization, imaging screen; 0.83% of 200,000 active; HeLa tubulin immunostaining HCS, 24 h; share of cells brighter than vehicle mean+2SD; % tubulin-high responders, % at 10 µM;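 active = plate Z-score above 3 for both tubulin-high and condensed-nucleus cell shares, with cell loss under 80%, at 10 µM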;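 note: anti alpha tubulin signal scored within the nucleus-defined area of each cell; some results filed as inactive read as strong as hits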
M17LAP inhibition: P. falciparum M17LAP inhibitors, primary screen, biochemical, fluorogenic H-Leu-NHMec substrate, 1536-well (AID 1619); one-dose inhibition, % at 30 µM; IC50 in µM for titrated hits; recombinant M17LAP, H-Leu-NHMec fluorogenic kinetic assay; higher % means a stronger effect; 0.38% of 220,000 active;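 active = compound inhibiting the enzyme by more than half at any dose during confirmatory dose-response retesting; inconclusive = strong single-dose inhibitors picked by rank but not retested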;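 note: plate controls were full reaction with DMSO carrier for no effect and no enzyme background for full effect; strong numbers were not always called active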
Ins promoter up: MIN6 insulin promoter up-regulation; MIN6 insulin promoter-GFP reporter, high-content imaging; stronger effect = higher value; z-score at 5 µM; 0.3% of 190,000 active;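 active = z-score above 3 at 5 µM with at least 500 cells counted in the well; inconclusive = wells under 500 cells, flagged as cytotoxic or low count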
Lipid droplet: modulators of hepatic lipid droplet formation; AML12 mouse hepatocytes, oleate lipid droplets, BODIPY imaging; inhibition, % at 6.5 µM; 0.4% of 240,000 active; AID 1656;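 active = lipid droplet intensity inhibited by at least 50%, with more than 500 cells counted; inconclusive = wells with under 300 cells, treated as cytotoxic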
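Material: mouse AML12 hepatocyte cell line, fixed after treatment; Timing: compound with oleate, overnight; Technique: high-content imaging of BODIPY-stained droplets and DAPI nuclei; Probe or stimulus: oleate, 100 µM final; Dosing: compound at 6.5 µM only.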
CSM14.1 death rescue: protection against thapsigargin-triggered cell killing – 384-well, CSM14.1, ATP luminescence, primary screen (AID 1222). CSM14.1 thapsigargin-induced death rescue, ATP luminescence; higher % means a stronger effect. one-dose cellular ATP content (survival), % at 20 µM; EC50 in µM for titrated hits. 190,000 tested, under 10 active;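 active = EC50 below 50 µM in the dose-response confirmation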;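 note: death triggered by thapsigargin at about 15 µM added after 2 h compound pretreatment; cell ATP read after overnight thapsigargin exposure of roughly 18 to 22 hours; normalized against plate controls of thapsigargin alone and 5% DMSO vehicle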
Dynein cargo inh: dynein cargo transport inhibition | 0.47% of 220,000 active | z-score, hits read low | 3617.4 mouse cells, GR-EGFP nuclear translocation imaging; test concentration mostly 20 µM; stimulated with dexamethasone, 1 µM; stronger effect = lower value;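 active = plate z-score of nuclear minus cytoplasmic receptor signal below a set negative limit, without overly bright fluorescence or cell loss, cut at about -3.5 in these data, passing the limit was not always enough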;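 note: z-score of nuclear minus cytoplasmic ring GR-EGFP intensity difference per well; some compounds called inactive have numbers as strong as hits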
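Also added: dexamethasone, 1.0 µM final. Medium: tet-free, stripped-serum medium. Detection: fixed, Hoechst-stained cells imaged at 10x for EGFP. Read-out: nuclear-to-cytoplasmic GR-EGFP distribution per well. Times: induction 48 h, compound 1 h, agonist 30 min.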
Autophagy mod: alters autophagy in cells; AID 463193; calls only at 10 µM (by protocol); 0.98% of 190,000 active; MEF GFP-LC3 puncta imaging; test concentration mostly 10 µM;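 active = percentage of spot-positive cells more than 3 SD above its plate mean, without a fluorescence outlier flag or 80% toxicity; inconclusive = no clear call, values can overlap the other calls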;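 note: spot-positive cell cutoff set from DMSO-treated cells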
Dynein cargo inh cytoplasmic EGFP: recorded beside Dynein cargo inh, whose call it bears; z-score; measured here: cytoplasmic GR-EGFP intensity; stronger effect = higher value
Dynein cargo inh nuclear GR-EGFP: also measured in Dynein cargo inh; calls as there; z-score; measured here: nuclear GR-EGFP intensity;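 lower value marks the stronger effect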
Dynein cargo inh cell count: second read-out of Dynein cargo inh, no call of its own (marks repeat the call); z-score; measured here: cell count per field
Ins promoter up cell count: recorded beside Ins promoter up, whose call it bears; cell count; measured here: cytotoxicity, nuclei count;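 total cells summed across four imaged fields per well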
Lipid droplet cells 6.5 µM: further read-out of Lipid droplet, marked with its call; cell count; measured here: cell count, cytotoxicity flag;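 cells counted across two imaged fields per well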
MT stabilize HCS Hoechst-high %: second read-out of MT stabilize HCS, no call of its own (marks repeat the call); % Hoechst-high responders; measured here: nuclear condensation Hoechst responders;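 share of cells brighter than vehicle mean plus two SD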
MT stabilize HCS cytotoxicity %: recorded beside MT stabilize HCS, whose call it bears; toxicity, %; measured here: cytotoxicity by cell density;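 0% = mean cell density of plate MIN control wells and 100% = no cells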
Autophagy mod cell loss 18 h: second read-out of Autophagy mod, no call of its own (marks repeat the call); toxicity, %; measured here: cell loss, nuclei count;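 cell loss after 18 h compound exposure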
Numbers without * were called inactive; i = inactive; ? = inconclusive; . = no result given.

No. | mol | P. falciparum M1AAP | Yfh1-off respiration | MT stabilize HCS | MT stabilize HCS Hoechst-high % | MT stabilize HCS cytotoxicity % | M17LAP inhibition | Ins promoter up | Ins promoter up cell count | Lipid droplet | Lipid droplet cells 6.5 µM | CSM14.1 death rescue | Dynein cargo inh | Dynein cargo inh cytoplasmic EGFP | Dynein cargo inh nuclear GR-EGFP | Dynein cargo inh cell count | Autophagy mod | Autophagy mod cell loss 18 h
1 | COCc1cc(C)nc(OCC(=O)N/N=C\c2cc(C)n(-c3cccc(C(F)(F)F)c3)c2C)c1C#N | 7% | i | 1.4 | 1.7 | 5.1 | 9% | 0.28 | 969 | . | . | 0.6% | -0.1 | -0.23 | 0.18 | 1.3 | i | 1
2 | CCCCNC(=S)N/N=C/c1sccc1C | 12% | i | 2.1 | 1.0 | 7.9 | 9% | 0.63 | 1249 | -13 | 557 | -1.6% | -0.087 | -0.29 | 0.12 | 0.26 | i | -1
3 | Nn1c(=O)[nH]c2ccccc2c1=O | 12% | i | 4.5 | 1.3 | 6.9 | 11% | 0.73 | 1169 | 20 | 744 | -1.2% | 0.12 | -0.24 | 0.069 | 0.099 | i | -9
4 | COc1ccc2cc3cc(C(=O)N4CCN(c5ccccc5)CC4)oc3nc2c1 | 7% | i | 1.3 | 1.7 | 13 | 9% | -1 | 927 | -8 | 718 | 2.3% | 3 | -0.43 | 1.3 | -1.5 | i | 9
5 | COc1ccc(C(=O)NNC(=O)C2CCCN(C3CC(=O)N(c4ccccc4)C3=O)C2)cc1 (centres undefined) | 1% | i | . | . | . | 2% | -0.33 | 994 | -18 | 721 | . | -0.24 | -0.28 | 0.23 | 0.66 | . | .
6 | Cc1cccc(Sc2ccc([N+](=O)[O-])cn2)c1 | 3% | i | 3.4 | 2.1 | 5.9 | -1% | -0.06 | 1228 | -20 | 674 | -0.2% | -0.3 | -0.21 | -0.37 | 0.24 | i | -7
7 | Cc1ccc2nc(N/N=C\c3ccc([N+](=O)[O-])o3)nc(-c3ccccc3)c2c1 | 8% | . | 6.7 | 5.1 | 17 | 6% | -0.42 | 727 | -15 | 710 | 0.4% | -1.9 | 3.2 | -0.5 | 0.65 | ? | .
8 | O=S(=O)(Nc1nc2ccccc2nc1NCC1CCCO1)c1cccc(Cl)c1 (centres undefined) | 9% | i | . | . | . | 12% | 0.01 | 1102 | -5 | 737 | . | -0.25 | -0.29 | -0.2 | 1.4 | . | .
9 | COc1ccc(CCN(C)C(=O)c2ccc(S(=O)(=O)NCc3ccco3)cc2)cc1OC | 7% | i | 4.4 | 3.0 | 10 | 3% | -0.13 | 1183 | -3 | 632 | 0.2% | -0.65 | -0.19 | -0.63 | 0.9 | i | -9
10 | CCC(=O)Nc1c(C)nn(C(=O)CC)c1C | 0% | i | 2.8 | 2.4 | 10 | -1% | 0.18 | 1048 | . | . | -0.9% | -0.58 | -0.22 | -0.11 | 0.42 | i | -7
11 | COCCN=C1Sc2nc3cc4c(cc3cc2CN1CC1CCCO1)OCO4 (centres undefined) | 5% | i | 1.4 | 1.6 | 3.2 | -4% | . | . | 0 | 697 | -0.8% | -0.31 | -0.28 | 0.033 | 0.56 | i | 6
12 | CCOC(=O)N1CCC(NS(=O)(=O)c2ccc3c(c2)OCC(=O)N3)CC1 | 5% | i | 2.7 | 2.6 | 8.5 | 10% | -0.1 | 1491 | . | . | 1.4% | -0.68 | -0.21 | -0.28 | 0.33 | i | -13
13 | O=C(Nc1ccc(N2CCOCC2)cc1)C1CC(=O)N(c2ccccc2)C1 (centres undefined) | 2% | i | 2.3 | 1.2 | 5.3 | -8% | 0.7 | 1543 | 1 | 686 | -0.6% | -0.14 | -0.26 | -0.15 | 0.94 | i | 8
14 | C/C(=N/NC(=O)c1ccoc1C)c1ccc(NC(=O)C2CCCC2)cc1 | 2% | i | 3.2 | 2.2 | 0.8 | 13% | -0.38 | 1273 | -14 | 698 | -0.9% | -0.38 | -0.27 | -0.58 | 0.66 | i | 8
15 | CCOC(=O)Cn1c(=NC(=O)CSC(C)=O)sc2cc(F)ccc21 | 22% | i | 2.5 | 2.9 | 13 | 3% | 0.56 | 1675 | -3 | 630 | -0.5% | 0.76 | -0.21 | 0.4 | -0.07 | . | .
16 | O=C(O)c1cccc(S(=O)(=O)Nc2ccc(O)c(Sc3nc4ccccc4s3)c2)c1 | 22% | i | 2.1 | 2.6 | 2.2 | 43% | 1.6 | 1505 | 1 | 720 | 0.7% | -0.17 | -0.29 | 0.18 | -0.3 | i | 12
17 | CCc1nnc(NC(=S)Nc2ccccc2)s1 | 13% | i | 2.4 | 2.0 | 3.2 | -4% | -0.29 | 1035 | -15 | 674 | -2.3% | -0.048 | -0.27 | 0.1 | 0.18 | i | -6
18 | Cn1c(SCC(=O)NCc2ccccc2)nc2ccccc21 | -5% | . | 9.4 | 2.6 | 8.1 | -4% | -0.41 | 1540 | . | . | -2.0% | 2.1 | -0.014 | 1.2 | -0.83 | i | 8
19 | CC(C)(C)C(=O)Nc1cccc(-c2cc(-c3c(Cl)cccc3Cl)no2)c1 | -3% | i | . | . | . | -2% | -0.26 | 1439 | -64 | 717 | . | 0.046 | -0.16 | -0.017 | 0.084 | . | .
20 | CCC(C)N1C(=O)CCC1C(=O)N1CCN(c2ccc(F)cc2)CC1 (centres undefined) | 5% | . | 2.5 | 1.0 | 7.7 | -3% | 0.16 | 923 | -6 | 799 | -0.1% | 0.48 | -0.23 | 0.45 | 0.94 | i | -17
21 | CN(C(=O)Nc1ccc(Cl)cc1)n1cnc2ccccc2c1=O | 11% | i | . | . | . | 9% | -0.54 | 953 | -10 | 730 | . | -0.83 | -0.13 | -0.31 | -0.12 | . | .
22 | CC(C)(C)NCCCOc1ccc(Cl)cc1C(C)(C)C | -6% | i | 3.1 | 4.0 | 6.0 | 2% | -0.07 | 1111 | 12 | 707 | -3.2% | 0.91 | -0.24 | 0.08 | -0.36 | i | -5
23 | NCCc1nnc(SCc2ccc(F)cc2)o1 | 8% | i | 0.5 | 0.9 | 9.7 | 0% | . | . | . | . | -2.2% | -0.11 | -0.2 | -0.13 | -0.25 | i | -1
24 | CS(=O)(=O)N1CCN(C(=O)c2ccc(Br)s2)CC1 | -1% | i | 3.4 | 2.0 | 9.5 | 15% | 1.9 | 894 | -4 | 763 | 0.1% | -0.21 | -0.2 | -0.18 | 0.66 | i | -8
25 | CC(=O)C(Sc1ccc2nnc(-c3cccnc3)n2n1)C(C)=O | 9% | i | 2.3 | 3.3 | 4.2 | -4% | -0.64 | 1300 | -4 | 724 | -1.5% | 0.26 | 0.048 | 0.11 | -0.094 | i | -2
26 | Cc1ccccc1OCc1nnc(SCC(=O)NCc2ccccc2)n1C | 2% | i | 2.8 | 1.6 | 4.7 | 7% | -0.53 | 1241 | -17 | 682 | -2.2% | -0.16 | -0.27 | -0.73 | 0.7 | i | -1
27 | O=C(/C=C/c1ccc2c(c1)OCO2)Nc1nc(-c2ccc(F)cc2F)cs1 | 10% | i | 3.6 | 3.1 | 9.8 | -4% | -0.02 | 1247 | -35 | 656 | -1.1% | 0.028 | -0.24 | 0.2 | 0.33 | i | 14
28 | CCOCCCNC(=O)c1cn(CC(C)C)c(=O)c2cc(OC)c(OC)cc12 | 0% | . | 2.5 | 2.9 | 9.1 | 5% | 0.59 | 1837 | 10 | 680 | . | -0.75 | -0.18 | -0.19 | 6.6 | i | -13
29 | Cn1c(=O)n(CC#N)c2ccccc21 | -10% | i | 3.0 | 1.4 | 9.2 | -3% | 0.22 | 1552 | . | . | -0.8% | 0.42 | -0.22 | 0.96 | 0.48 | i | -36
30 | CCOC(=O)C1CCN(C(=O)Cn2cc(C(=O)c3ccco3)c3ccccc32)CC1 | 1% | i | 2.8 | 1.2 | 1.8 | 18% | -1.1 | 1179 | 0 | 727 | 0.3% | -0.3 | -0.25 | -0.068 | -0.33 | i | -5
31 | Cc1c(C(=O)N2c3ccccc3Sc3ccccc32)cccc1[N+](=O)[O-] | -4% | i | 3.3 | 1.3 | 1.0 | 7% | -0.08 | 1551 | -7 | 690 | -1.8% | 0.38 | -0.23 | 0.34 | -1.2 | i | 26
32 | Cc1cc(C)nc(NS(=O)(=O)c2ccc(NC(=O)CN3C(=O)S/C(=C\c4ccccc4)C3=O)cc2)n1 | 6% | i | 1.8 | 2.8 | 12 | 21% | -0.38 | 1346 | -12 | 711 | -2.2% | 0.36 | -0.21 | 0.41 | 0.48 | i | -11
33 | O=C(CSc1n[nH]c(=O)[nH]c1=O)Nc1ccccc1C(=O)c1ccccc1 | -1% | i | . | . | . | -2% | 0.15 | 1127 | 10 | 706 | . | 1.3 | -0.12 | 0.69 | -1.1 | . | .
34 | Cc1cc(C(=O)N/N=C/c2cc(N=Nc3ccccc3)ccc2O)n[nH]1 | 0% | i | 4.8 | 4.9 | 26 | 12% | -0.13 | 863 | -8 | 433 | -2.1% | 1.3 | 0.014 | 0.93 | -2.6 | i | 2
35 | CCc1cc(-c2nc(N)ncc2-c2csc(C)n2)c(O)cc1OC | 6% | i | 1.5 | 1.2 | 1.3 | 4% | -0.4 | 1251 | 9 | 694 | . | -0.51 | -0.32 | -0.15 | 0.44 | i | -30
